# Screening results from PubChem.
# HGIII-sPLA2 inh = Blocks human group III sPLA2 activity; Q9NZ20; QFRET BODIPY PC-A2 liposome hydrolysis, fluorescence; inhibition, % at 12.2 µM; 0.56% of 370,000 active; AID 743126;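 active means inhibition above mean plus 3 SD of compounds lying within the high and low control bounds, cut at about 19% in these data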;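 further: 0% = median of test compound wells and 100% = no enzyme DMSO wells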
# Target sequence (Q9NZ20 whole entry, looked up): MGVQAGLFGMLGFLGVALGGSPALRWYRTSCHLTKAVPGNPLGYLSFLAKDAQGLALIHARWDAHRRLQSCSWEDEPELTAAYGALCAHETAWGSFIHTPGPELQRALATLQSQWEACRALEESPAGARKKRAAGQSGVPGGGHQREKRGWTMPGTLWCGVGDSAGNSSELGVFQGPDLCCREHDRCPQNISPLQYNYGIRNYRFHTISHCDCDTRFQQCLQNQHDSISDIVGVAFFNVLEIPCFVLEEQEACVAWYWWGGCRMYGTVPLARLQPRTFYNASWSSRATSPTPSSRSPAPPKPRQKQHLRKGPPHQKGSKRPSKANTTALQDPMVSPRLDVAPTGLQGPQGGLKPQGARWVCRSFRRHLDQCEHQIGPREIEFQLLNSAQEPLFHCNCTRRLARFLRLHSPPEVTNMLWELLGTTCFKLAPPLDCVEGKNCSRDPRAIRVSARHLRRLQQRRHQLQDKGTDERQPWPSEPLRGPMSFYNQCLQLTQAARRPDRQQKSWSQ
# GAA850 FXN act = activators of GAA850 frataxin (FXN) promoter | HEK293 lucGAA850 FXN promoter luciferase reporter, 24 h; percent of 10 µM SAHA response | activation, % at 6 µM | 0.56% of 360,000 active | AID 540364;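 active means activation above the average of all compounds screened plus 3 SD, cutoff fixed separately per campaign, cut at about 7.5% in these data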;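 further: 0% = DMSO wells and 100% = 10 µM SAHA wells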
# ssDAF12 agonist = S. stercoralis DAF-12 activation, primary screen. HEK293 ssDAF-12/GRIP1 lit1-tk-luc reporter, luminescence; % of 3 µM dafachronic acid response. AID 652126. activation, % at 6.8 µM. 1% of 370,000 active;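 active means activation above the mean over all tested compounds plus 3 SD, cut at about 0.9% in these data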;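 further: 0% = DMSO-only wells and 100% = 3 µM delta7-dafachronic acid wells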
# SMARCA2 act = increases SMARCA2 function in MMTV reporter cells; AID 652017; MG213 cells, MMTV-luciferase reporter, dexamethasone, overnight; 1% of 370,000 active; activation, % at 9.1 µM; in the data active means activation above about 7.8%;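 further: 0% = vehicle wells and 100% = reference activator wells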
# DAX1 inh-1 = inhibitors of human orphan nuclear receptor DAX1 (NR0B1). inhibition, % at 6.75 µM. HEK293 Gal4-DAX1 luciferase reporter, luminescence. AID 504766. 0.99% of 340,000 active. P51843;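 active means inhibition above the mean over all tested compounds plus 3 SD, cut at about 4.2% in these data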;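 further: 0% = DAX1-transfected cells with DMSO and 100% = empty-vector control cells with DMSO; inhibition shows as a rise in luminescence from relieved DAX1 repression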
# Target sequence (P51843 207-470 limits assumed): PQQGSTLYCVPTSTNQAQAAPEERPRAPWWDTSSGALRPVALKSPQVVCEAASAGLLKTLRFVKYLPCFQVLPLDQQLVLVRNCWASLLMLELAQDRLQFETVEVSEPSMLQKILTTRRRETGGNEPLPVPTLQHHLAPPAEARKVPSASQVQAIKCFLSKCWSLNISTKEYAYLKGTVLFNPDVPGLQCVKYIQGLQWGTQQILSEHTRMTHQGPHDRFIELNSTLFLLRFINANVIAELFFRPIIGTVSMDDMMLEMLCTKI
# proKLK7 act = proKLK7 (human) activation, primary screen; purified proKLK7, EDANS-DABCYL substrate fluorescence; 100% is mature enzyme control, 0% vehicle; activation, % at 7 µM; 0.9% of 370,000 active; AID 652039;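 active means activation above the mean of all tested compounds plus 3 SD, computed per campaign excluding outliers beyond control limits, cut at about 13% in these data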
# Target sequence (P49862 whole entry, looked up): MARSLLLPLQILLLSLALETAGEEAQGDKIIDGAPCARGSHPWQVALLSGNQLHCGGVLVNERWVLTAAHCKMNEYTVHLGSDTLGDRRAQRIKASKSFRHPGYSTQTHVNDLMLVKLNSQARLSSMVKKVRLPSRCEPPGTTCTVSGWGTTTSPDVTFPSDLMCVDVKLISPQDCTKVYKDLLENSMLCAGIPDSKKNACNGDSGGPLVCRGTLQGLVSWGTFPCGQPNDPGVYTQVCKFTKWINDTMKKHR
# hgDAF-12 ag = agonists of H. glycines DAF-12 nuclear receptor | HEK293 GAL4-hgDAF12 UAS-luciferase reporter, agonist luminescence; normalized to butyrate control | 1.8% of 370,000 active | activation, % at 6.8 µM;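 active means activation above a cutoff set at the mean of all screened compounds plus 3 SD, cut at about 10% in these data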;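 further: 0% = DMSO wells and 100% = sodium butyrate wells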
# hcDAF12 agonist = H. contortus DAF-12 activation, primary screen; activation, % at 6.8 µM; HEK293 hcDAF-12 lit1-tk-luc reporter, luminescence; 0% DMSO, 100% Δ7-dafachronic acid; 1.4% of 370,000 active; AID 652067;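 active means activation above the mean of all tested compounds plus 3 SD, cut at about 5.5% in these data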;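 further: 100% = response to 3 µM Δ7-dafachronic acid high control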
# DAX1 inh-2 = blocks DAX1 repression of SF-1 activated StAR promoter. HEK293T StAR-luciferase reporter, SF-1/DAX-1 repression relief. inhibition, % at 6.8 µM. 1.1% of 370,000 active. AID 652010;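 active means inhibition above the mean over all tested compounds plus 3 SD, cut at about 3.6% in these data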;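 further: 0% = DAX-1 cells with DMSO and 100% = cells lacking DAX-1 with DMSO; higher inhibition means more luminescence from relief of DAX-1 repression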
# GC-A act = GC-A (human) enzyme activation; P16066; HEK293 GC-A cells, cGMP TR-FRET, EC30 ANP; 0% at EC30 ANP, 100% saturating ANP; activation, % at 10 µM; 0.14% of 370,000 active; in the data active means activation above about 40%
# GC-B act = GC-B (human) receptor activation. activation, % at 10 µM. HEK293-GC-B cells, CNP EC30, cGMP TR-FRET; 0% at EC30 CNP, 100% saturating CNP. P20594. 0.11% of 370,000 active;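 active means activation at 10 µM reaching about 35% in either raw or pattern-adjusted values, limit read from the data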
# * marks the source's active call; other numbers are inactive results; x = no result given. No enrichment for hits; overall some 6.7% were active at least once.
# Screens in order – HGIII-sPLA2 inh	GAA850 FXN act	ssDAF12 agonist	SMARCA2 act	DAX1 inh-1	proKLK7 act	hgDAF-12 ag	hcDAF12 agonist	DAX1 inh-2	GC-A act	GC-B act
COc1ccccc1NC(=O)c1sc2ncn(Cc3ccccc3C)c(=O)c2c1C
 : -4	-1.5	-2.0	0	-0.9	-18	-0.3	-1.7	-0.1	2	4
Cc1cccnc1NC(=O)Nc1ccc(Cl)cc1
 : 0	6.6	0.3	5	4.3*	0.0	7.1	2.8	1.0	7	-1
O=C1NC[C@@H](CCCCN2CCN(CCc3ccccc3)C(=O)C2=O)N(CCC2CCCCC2)C1=O
 : -7	x	-1.6	3	x	0.6	0.2	-1.1	0.3	6	0
CN(C)S(=O)(=O)c1ccc(C(=O)Nc2nnc(-c3ccc4c(c3)CCCC4)o2)cc1
 : 11	0.7	-1.6	-7	0.4	-0.2	0.4	-0.5	0.0	-1	-1
O=C(Nc1ccc(Br)cc1)C1CCCN(S(=O)(=O)c2cccnc2)C1 (stereo unspecified)
 : 1	-2.0	-2.2	-6	-0.6	-0.1	-3.6	-1.9	-1.5	-6	-4
COc1ccc(CNC(=O)C[C@H]2C[C@H](C(=O)N3CCCCC3)[C@@]3(C)c4[nH]c5cc(CCC(=O)N(C)C)ccc5c4CCN3C2=O)cc1OC
 : -2	-1.9	-1.2	-2	-0.7	1.1	-0.2	-0.9	-0.6	0	1
CC(=O)c1c(C)[nH]c(C(=O)CSc2nnc(-c3ccccc3)o2)c1C
 : -21	-1.9	-1.4	-5	-1.1	0.0	-0.9	-0.9	-0.4	-1	7
CCc1cc(C(=O)c2ccccc2)c(N)s1
 : 10	-0.2	-1.2	1	1.1	0.3	3.9	-0.3	-0.1	-2	-1
O=S(=O)(c1ccc(SCCOc2ccccc2Cl)nc1)N1CCCC1
 : -13	0.2	-1.6	-2	-0.5	0.7	3.5	-1.6	-1.4	2	6
COC(=O)c1ccccc1NC(=O)c1cccs1
 : -10	0.4	-0.9	2	3.5	0.0	-0.6	-0.8	-0.2	-3	-5
CC1=C(C(=O)N2CCOCC2)C(c2cccc3ccccc23)NC(=S)N1 (stereo unspecified)
 : 2	-0.6	-1.4	5	-1.1	0.3	-1.3	-0.1	0.0	3	3
CCN(CC)c1ncnc2c1ncn2[C@H]1CN(Cc2ccccc2)C[C@@H](CO)O1
 : 5	3.5	-0.9	0	x	0.0	-0.9	-2.8	0.1	-3	-3
O=C(O)CCC(=O)N1N=C(c2cccs2)CC1c1cn(-c2ccccc2)nc1-c1ccccc1 (stereo unspecified)
 : -19	0.0	-0.6	1	-1.3	0.1	-0.2	-1.8	-0.6	7	3
COc1ccc(NC(=O)CCNC(=O)c2ccccc2Cl)cc1OC
 : 4	0.7	-1.3	1	1.2	0.0	2.5	-0.9	-0.3	6	4
COc1cccc(/C(O)=C2/C(=O)C(=O)N(CCN3CCOCC3)C2c2cccs2)c1 (stereo unspecified)
 : 4	0.1	-1.2	8	0.6	0.3	1.0	-1.6	-0.2	4	-4
CC1(C)N=C(c2ccc(Cl)cc2)C(=O)N1
 : -1	0.8	0.6	-1	0.2	0.2	2.1	0.4	0.5	0	3
CCCNC(=O)c1ccc(Cn2c(=S)[nH]c3c([nH]c4ccc(OC)cc43)c2=O)cc1
 : 6	2.3	-1.5	-3	0.3	-0.7	1.2	-1.1	-0.8	9	13
Cc1nn(CC(=O)NCc2cccnc2)c(=O)c2ccccc12
 : 3	0.8	-0.6	-2	0.3	0.2	-2.0	-0.1	-0.2	0	6
CN(C)CCCNC(=O)c1cc(C(=O)c2ccccc2)c[nH]1
 : 2	0.2	-1.0	0	2.8	0.4	0.9	-0.2	-0.5	1	-6
COCCN(Cc1ccccc1)C(=O)c1cc(S(=O)(=O)N2CCCCCC2)ccc1OC
 : -4	0.8	-1.8	0	-0.4	0.2	-2.1	-0.6	0.2	-1	-2
COc1ccc(C(=O)NC(C)c2ccc(-n3ccnc3)cc2)c(OC)c1 (stereo unspecified)
 : -4	-1.5	-0.9	-1	-0.8	-0.7	-2.6	-0.8	-3.0	-2	0
COc1ccc(N[C@@H]2CCN3C(=O)c4ccccc4[C@@H]3C[C@H]2O)cc1
 : 3	0.7	0.1	6	-0.6	-0.2	4.8	1.4	0.7	0	0
CCSc1nc(N)nc(-c2cccs2)c1C#N
 : -1	2.2	-0.9	3	0.7	1.4	2.7	-1.4	0.9	0	-2
COc1ccc(NC(=O)c2cc(-c3ccc(C)c(C)c3O)n[nH]2)cc1Cl
 : -18	0.1	-1.6	-3	-1.1	-1.8	0.2	-1.3	0.1	3	-4
CCOC(=O)Cn1nc(NC(=O)c2ccc(C(=O)OC)cc2)cc1C
 : 3	2.3	-1.0	11*	-0.8	-0.2	0.2	-0.3	0.2	4	-5
CC(C)OC(=O)NCCOC(=O)Nc1ccc(Cl)cc1
 : 1	0.7	-1.0	-3	-0.2	-0.2	-0.8	-1.0	-0.9	3	-2
CC(C)n1c(NCc2c[nH]c3ccccc23)nc2ccccc21
 : -30	-1.4	-1.1	-2	-0.2	-0.1	4.7	1.5	-0.4	-11	-11
CCOc1ccc(NC(=O)CN(C)S(=O)(=O)c2ccc(-c3ccc(=O)[nH]n3)s2)cc1
 : -14	2.1	-0.8	-2	0.0	0.3	-0.6	-1.3	0.2	4	3
COc1cc(S(=O)(=O)N2CCN(c3ccccc3F)CC2)ccc1Cl
 : -16	-0.7	-1.3	-4	1.6	0.8	-3.2	-1.8	-0.9	-2	-4
COc1ccc(-n2c(SCC(=O)N3CCC(C(=O)O)CC3)nc3ccccc3c2=O)cc1OC
 : 0	0.7	-0.8	0	0.4	-0.2	-0.8	1.6	0.6	-1	0

# Entries of single compounds as entered above:
# CCSc1nc(N)nc(-c2cccs2)c1C#N is listed with HGIII-sPLA2 inh: -1; GAA850 FXN act: 2.2; ssDAF12 agonist: -0.9; SMARCA2 act: 3; DAX1 inh-1: 0.7; proKLK7 act: 1.4; hgDAF-12 ag: 2.7; hcDAF12 agonist: -1.4; DAX1 inh-2: 0.9; GC-A act: 0; GC-B act: -2
# CN(C)S(=O)(=O)c1ccc(C(=O)Nc2nnc(-c3ccc4c(c3)CCCC4)o2)cc1 is listed with HGIII-sPLA2 inh: 11; GAA850 FXN act: 0.7; ssDAF12 agonist: -1.6; SMARCA2 act: -7; DAX1 inh-1: 0.4; proKLK7 act: -0.2; hgDAF-12 ag: 0.4; hcDAF12 agonist: -0.5; DAX1 inh-2: 0.0; GC-A act: -1; GC-B act: -1

# Carrying on.
# Screens in order – HGIII-sPLA2 inh	GAA850 FXN act	ssDAF12 agonist	SMARCA2 act	DAX1 inh-1	proKLK7 act	hgDAF-12 ag	hcDAF12 agonist	DAX1 inh-2	GC-A act	GC-B act
CNC(=O)C(=O)Nc1nc(C23CC4CC(CC(C4)C2)C3)cs1
 : -4	5.1	0.5	0	0.6	0.2	0.9	-1.4	0.2	0	7
CC1S/C(=C(\C#N)C(=O)NCc2ccco2)N(c2ccc(F)cc2)C1=O (stereo unspecified)
 : -21	3.7	-0.4	0	0.2	0.0	1.0	1.0	-0.1	5	2
COc1ccccc1NCC(=O)NNCC(=O)Nc1ccc(F)c(Cl)c1
 : -8	-0.5	0.1	-2	2.4	0.8	1.9	-0.9	0.3	-1	1
CCOC(=O)N1CCN(S(=O)(=O)c2ccc(C(=O)Nc3sc4c(c3C#N)CC(C)(C)NC4(C)C)cc2)CC1
 : -16	-1.4	-0.9	4	1.3	109*	2.2	0.5	-0.8	1	0
Nc1nnc(SCC(=O)NC2CCCCC2)s1
 : 2	0.1	-1.5	-1	1.3	-0.3	0.3	0.1	0.0	2	3
COc1ccc(C2C(C#N)=C(N)OC3=C2C(=O)CCC3)cc1Cn1nc(C)c([N+](=O)[O-])c1C (stereo unspecified)
 : 5	1.3	-1.2	-1	-0.2	-0.1	1.4	-1.5	0.0	-2	3
O=C(NC12CC3CC(CC(C3)C1)C2)c1c(Cl)cccc1Cl
 : 12	1.2	0.7	-4	-1.1	-0.1	-2.2	-2.3	-0.1	-1	2
Cc1cc(NC(=O)Cc2c(F)cccc2Cl)no1
 : 2	-2.1	-1.6	-4	-0.5	-0.8	-0.5	1.0	-0.1	-1	3
COc1cc(C(=O)NCC(=O)N/N=C(\C)Cc2ccccc2)cc(OC)c1OC
 : -1	-0.1	-0.8	-1	-0.5	0.1	1.7	-0.9	-0.1	-2	0
COc1cc(/C(C)=N\NC(N)=S)cc(OC)c1OC
 : 12	1.3	-1.3	-3	-1.2	0.1	1.0	0.6	-2.1	-3	3
CCN(CC(=O)Nc1ccccc1C(F)(F)F)C(=O)c1cc2c(s1)CCCCC2
 : -4	1.1	-1.2	-1	0.2	0.0	2.5	0.6	0.6	0	-1
COCCNC(=O)c1cccc(NS(=O)(=O)c2cccc3cccnc23)c1
 : 0	2.7	-0.9	-2	1.4	0.7	2.7	2.4	-0.3	2	7
O=C(CN1CCN(c2ccccn2)CC1)Nc1ccc(Oc2ccccc2)cc1
 : -15	-1.4	-1.1	2	-1.5	0.6	0.8	-0.4	-0.9	-6	-7
O=C(NCCc1ccc(Cl)cc1Cl)c1cncc(Br)c1
 : 8	0.1	-1.2	-3	0.6	-0.1	0.9	-1.6	0.2	-16	-12
COc1ccccc1CNc1cc(C)ccc1C
 : 5	-0.7	-1.9	-1	0.3	-0.1	2.3	-0.2	0.6	-1	-5
O=C(O)CSc1nnc(C2COc3ccccc3O2)n1-c1ccccc1 (stereo unspecified)
 : -9	-1.9	-1.5	-3	0.2	0.2	2.5	-0.5	-0.1	4	-1
CCCc1cc(=O)oc2cc(OCC(=O)NCCN3CCOCC3)c(Cl)cc12
 : -3	-3.0	-0.6	-5	0.6	0.9	6.6	0.8	-1.7	-5	-1
CCN(CC)CCNC(=O)CN1C(=O)CSc2ccc(S(=O)(=O)N3CCOCC3)cc21
 : 7	1.8	-0.8	-1	0.5	-0.9	4.1	2.0	-0.7	1	0
Cc1cccc(OCCNc2cc(N3CCN(CCO)CC3)ccc2[N+](=O)[O-])c1
 : -15	1.9	-1.2	-1	-0.5	0.0	-4.1	-1.4	-1.3	16	7
CC[N+](CC)(CC)CC(=O)Nc1ccc(SC(F)F)cc1
 : 1	2.9	-1.4	1	1.8	-0.4	-2.1	-0.7	-0.4	2	1
NC(=O)C(c1ccccc1)C1CCCCC1 (stereo unspecified)
 : -4	0.0	-1.1	-2	-0.6	0.5	0.7	-1.8	-0.5	-2	4
Cc1cc(C(=O)OCC(=O)NCc2ccc(Cl)cc2)c(C)o1
 : 8	1.6	-1.4	-3	-1.6	-0.4	3.1	-0.2	0.0	3	2
O=S(=O)(NCc1cc(-c2ccccc2)no1)c1ccccc1Cl
 : -8	0.1	-0.9	-2	0.0	-0.3	0.5	-2.1	-0.1	1	0
O=C(CSc1nc(-c2ccco2)cc(C(F)(F)F)n1)NC1CCCCCCC1
 : 11	1.4	-1.5	1	1.5	-0.4	1.3	-0.4	-0.5	-19	-24
